Bioassay records (PubChem BioAssay)
yeast cln2 rad14: NCI yeast anticancer drug screen, S. cerevisiae cln2 rad14 strain | hit rate 8.3% among 78,000 | % growth inhibition at 50 µM;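 further: 0% = growth of vehicle-only cultures of the same strain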
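The screen exposed genetically defined yeast (cln2 rad14) to test compounds and scored growth inhibition relative to vehicle-treated controls.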
sgs1 mgt1: NCI yeast anticancer drug screen, S. cerevisiae sgs1 mgt1 strain; % growth inhibition at 50 µM; hit rate 10% among 78,000; AID 161;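 further: 0% = growth of vehicle-only cultures of the same strain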
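Mutant yeast exposed to compound; growth scored against vehicle-only wells.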
rad50: NCI yeast anticancer drug screen, S. cerevisiae rad50 strain; growth inhibition, % at 50 µM; hit rate 10% among 79,000;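 further: 0% = growth of vehicle-only cultures of the same strain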
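Vehicle-treated cultures provide the reference for the growth inhibition reported for compound-exposed, repair-deficient yeast.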
yeast bub3: NCI yeast anticancer drug screen, S. cerevisiae bub3 mutant strain; % growth inhibition at 50 µM; hit rate 9.9% among 78,000; AID 167;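 further: 0% = growth of vehicle-only cultures of the same strain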
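Yeast carrying a defined mutation is treated with each compound, and growth is compared with that of vehicle-exposed cells to give inhibition.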
mlh1 rad18: NCI yeast anticancer drug screen, S. cerevisiae mlh1 rad18 strain; growth inhibition, % at 50 µM; hit rate 11% among 79,000;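 further: 0% = growth of vehicle-only cultures of the same strain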
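Steps: expose repair-defective yeast to compound; measure growth; express inhibition against vehicle-treated controls.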
yeast mec2-1: NCI yeast anticancer drug screen, S. cerevisiae mec2-1 strain. % growth inhibition at 50 µM. hit rate 9% among 79,000. AID 157;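 further: 0% = growth of vehicle-only cultures of the same strain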
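Using mec2-1 yeast: add compound, measure growth, express inhibition versus vehicle-treated cultures.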
The depositor's hits bear a star; & = joins results of further samples. No stated cut-off is given here; in the data, active means growth inhibition above about 70%; inactive means the rest. Hits appear at their usual frequency; any-hit rate near 15%.

SMILES	yeast cln2 rad14	sgs1 mgt1	rad50	yeast bub3	mlh1 rad18	yeast mec2-1
CC(C)C(Br)CC/C(CBr)=C(\Cl)CCl (stereo not given)	90*	92*	87*	92*	56	85*
O=C1CC(=O)C(C(=O)c2ccccc2)N1 (stereo not given)	2	5	18	8	-2	9
O=C(Nc1ccc(Cl)cc1)C(c1ccccc1)c1ccccc1	10	7	21	-3	15	20
CN(C)CCOB(c1cccc2ccccc12)c1cccc2ccccc12	28	43	33	25	21	19
C/C(CC(=O)Nc1cc(C)ccc1C)=N/N=C(N)N	18	-12	-25	-23	-9	-28
COC(=O)c1c(C)ccc(C)c1Nc1cc(C)ccc1C	10	-1	-3	6	-16	-18
O=C1OC(=O)C2C3CC(C(Br)C3N3C(=O)CCC3=O)C12 (stereo not given)	-2	-15	2	3	-17	-6
CS[C@H]1CC[C@H]2[C@@H]3CCc4cc(O)ccc4[C@H]3CC[C@]12C	88*	63	72*	83*	86*	62
COc1ccc(OC)c2c(OC(C)=O)c3ccccc3c(OC(C)=O)c12	6	-11	16	12	-10	3
Nc1ccc(Cl)c(S(=O)(=O)O)c1	8	7	22	10	17	-4
O=c1[nH]c2ccccc2c(O)c1O	15	23	24	1	-5	8
COc1cc2nccnc2cc1OC	-7	3	10	7	21	7
O=C1CN(C(=O)c2ccccc2)C(=S)N1	-18	12	22	5	4	7
CC1(C)CC[C@]2(C(=O)O)CC[C@]3(C)C(=CC[C@@H]4[C@@]5(C)CC[C@H](OC6OC(CO)C(O)C(O)C6O)C(C)(C)[C@@H]5CC[C@]43C)[C@@H]2C1 (stereo not given in full)	74*	48	76*	82*	54	75*
CC(COC(=O)Nc1ccccc1)OC(=O)Nc1ccccc1 (stereo not given)	-7	11	8	5	0	-10
C/C(CC(N)=O)=C1\C(=O)NN(c2ccccc2)C1=O	7	48	23	40	36	26
O=C(O)CSCC(=O)Nc1ccccc1Cl	6	15	-12	4	0	-10
CCCCCC(=O)C(C)(c1nc2nnc(NC(=O)Nc3ccc(Cl)cc3)n2[nH]c1=O)c1nc2nnc(NC(=O)Nc3ccc(Cl)cc3)n2[nH]c1=O	-45	-24	-43	-39	-32	-22
CCOC(=O)/C(=C\c1ccc(-c2ccccc2)cc1)C(C)=O	45	81*	67	67	77*	73*
Cc1c(N(C)c2ccccc2)c(=S)n(C)c(=S)n1C	-10	9	13	7	19	7
Brc1cc(-c2ccccc2)on1	-26	0	-10	-22	-6	-8
COP(=O)(OC)C1c2ccccc2-c2cccc(C(=O)O)c21 (stereo not given)	-28	0	-22	13	18	6
O=[N+]([O-])c1cc(Cc2cc([N+](=O)[O-])c3cccnc3c2O)c(O)c2ncccc12	94*	98*	98*	97*	98*	97*
COc1nc(=O)n(C2C=CC(=O)O2)cc1F (stereo not given)	10	19	10	-1	-19	28
CCc1ccc(CCC(=O)O)nc1	-25	-34	-18	-8	-4	-2

Some of the entries so far, comma-delimited:
compound,yeast cln2 rad14,sgs1 mgt1,rad50,yeast bub3,mlh1 rad18,yeast mec2-1
CC(COC(=O)Nc1ccccc1)OC(=O)Nc1ccccc1 (stereo not given),-7,11,8,5,0,-10
C/C(CC(N)=O)=C1\C(=O)NN(c2ccccc2)C1=O,7,48,23,40,36,26

New compounds follow.
SMILES	yeast cln2 rad14	sgs1 mgt1	rad50	yeast bub3	mlh1 rad18	yeast mec2-1
O=C1c2scnc2-c2nccc3c2c1nc1ccccc13	53	67	60	81*	75*	76*
c1ccc2c(c1)ncn2CCn1ccnc1	13	7	-21	-19	-10	-16
O=C1c2ccccc2C(=O)c2c(OCCOCCO)cccc21	25	18	86*	38	40	24
c1ccc(N(c2ccccc2)c2ccccc2)cc1	7	2	5	-10	4	-15
Cc1cc(C)c2c(c1)C(=O)C(=O)c1cc(C)cc(C)c1-2	23	32	30	42	41	23
CNC(Cc1ccccc1)c1cccc2ccccc12 (stereo not given)	11	20	11	7	12	3
N=S(=O)(c1ccccc1)c1ccccc1	-37	5	-3	4	-9	-2
NC(=O)N/N=C/c1ccc(Cl)cc1	14	22	55	34	15	5
COc1ccc2c(c1)CCn1c(C)c(COC(=O)NC(C)C)c(COC(=O)NC(C)C)c1-2	90*	89*	89*	89*	88*	92*
COc1ccc(C(=O)/C=C/c2cccc3ccccc23)cc1	-4	31	15	33	17	26
Nc1nc2c(c(-c3ccc(Cl)cc3)n1)CN(CCC(=O)O)C2=O	-10	9	3	4	-10	-9
CCN(CC)C(=O)C1=C(C)NC(C)=C(C(=O)N(CC)CC)C1	-22	-19	-37	-8	-68	-55
Cc1cc(C)c(O)c(Cc2cccc(Cc3cc(C)cc(C)c3O)c2O)c1	-35	-21	9	-21	15	-2
O=C(NC1CCCCC1)C1COc2ccccc2O1 (stereo not given)	-3	6	-5	12	-19	5
COc1cccc(/C=C/C(C)=O)c1OC	22	24	76*	5	38	14
O=C(O)CC/C(=N\Nc1ccccc1)C(=O)O	97*	97*	97*	97*	97*	98*
C=CCOC(=O)COc1ccc(Cl)cc1Cl	-17	-12	15	5	12	19
O=C1c2cccnc2-c2ncccc21	10	-1	16	5	24	1
CCN(CC)c1cc(Nc2c3ccc(Cl)cc3nc3cc(Cl)ccc23)ccc1O	72*	-4	35	1	-1	-11
O=C(O)/C=C/C(=O)Nc1cccc2c1-c1ccccc1C2=O	-9	1	61	16	42	12
Oc1ccc(Br)cc1-c1nc2cc3ccccc3cc2nc1-c1cc(Br)ccc1O	17	-6	-6	2	-12	-17
N#Cc1c(N)nc([Se]CC(=O)c2ccc(Cl)cc2)c(C#N)c1-c1ccco1	9	2	-7	4	11	-3
COC(=O)c1ccccc1CC1Cc2cc3c(cc2C1=O)CCC3 (stereo not given)	32	19	-7	37	16	5
O=c1ccc2c([nH]1)CCCC2	1	-31	-8	-9	1	-8
CCNc1ccc(-c2ccc(NCC)cc2)cc1	3	26	32	-1	37	-14

Whole records, quoted from the list:
CCNc1ccc(-c2ccc(NCC)cc2)cc1 in the list: yeast cln2 rad14: 3; sgs1 mgt1: 26; rad50: 32; yeast bub3: -1; mlh1 rad18: 37; yeast mec2-1: -14
CNC(Cc1ccccc1)c1cccc2ccccc12 (stereo not given) in the list: yeast cln2 rad14: 11; sgs1 mgt1: 20; rad50: 11; yeast bub3: 7; mlh1 rad18: 12; yeast mec2-1: 3

Other entries follow.
SMILES	yeast cln2 rad14	sgs1 mgt1	rad50	yeast bub3	mlh1 rad18	yeast mec2-1
O=C1/C(=C/c2ccccc2)N=C(c2ccccc2)N1n1c(-c2ccccc2)nc2ccccc2c1=O	18	24	8	-4	22	0
CCOC(=O)NC(C)=O	-16	14	-10	-19	-21	-28
Cc1ccc(C2=Nc3ccccc3NC(=O)C2)cc1	22	-13	-3	-7	-18	-20
NS(=O)(=O)c1ccc(C(=O)O)cc1	-17&-8	-14&7	-13&0	20&-3	-9&1	-3&-1
CCCCCCCCCCCCNC1=C(Cl)C(=O)C(=O)c2cccnc21	-19	10	20	-2	19	6
CCc1ccc(C)[nH]c1=S	-2	4	3	10	8	18
C/C=C(/C)C(=O)O[C@H]1[C@H]2[C@@H]([C@@H](OC(C)=O)[C@H](C)C(=O)[C@@]34C[C@@H](C)C(=O)[C@]3(/C=C(\C)[C@H]1OC(C)=O)O4)C2(C)C	6	39	-8	28	22	-15
CC(C)C1CCC(C)(C=O)C1 (stereo not given)	-8	-14	-20	-6	-27	0
CC(CNCc1ccccc1)C(=O)OC(C)(C)C (stereo not given)	-3	0	1	-13	-25	4
O=S(c1cc(Cl)cc(Cl)c1O)c1cc(Cl)cc(Cl)c1O	99*	98*	99*	100*	99*	100*
O=C(Cn1c(C(=O)c2ccccc2)nc2ccccc21)c1ccccc1	-9	-33	-39	-16	-18	-17
Cn1c2c(c(=O)c3cc(O)ccc31)CC(O)C(C)(C)O2 (stereo not given)	-11	-12	-9	9	-3	-11
CCCC[Si]CCCC	15	1	15	4	11	10
COc1ccc(C/C(Cc2ccccc2)=N/O)cc1	17	40	19	32	63	0
Nc1nc(N)c2nc(SCc3ccc(Cl)cc3)c(N)nc2n1	-10	-6	4	-9	20	-12
COc1cc2c(cc1OC)[C@H](C(=O)O)[C@@H](c1ccc(OC(C)C)c(OC)c1)N(C)C2=O	-15	7	6	15	-9	-10
COC(=O)c1c(C)nc(C)c(NO)c1-c1ccccc1C(F)(F)F	1	1	2	13	-54	-2
Cc1ccc(OCc2cccc(Cl)c2)cc1	-3	2	18	-42	-11	-10
COC(=O)c1nc(=S)[nH]c(C(=O)OC)c1C(=O)c1cc(Cl)ccc1Cl	18	2	13	-5	12	-6
COC(=O)c1noc2c1CSC1=C2CS(=O)(=O)c2ccccc21	15	30	16	17	27	22
CONS(=O)c1ccc([N+](=O)[O-])cc1 (stereo not given)	-53	8	21	-5	-10	0
O=[N+]([O-])c1ccc(O)c(/C=N\NC(=S)Nc2ccc3cn[nH]c3c2)c1	33	41	74*	49	31	47
CC1=C(C(=O)NCc2ccccc2)C(c2ccc(N(C)C)cc2)C(C(=O)NCc2ccccc2)=C(C)N1	-17	-19	-28	14	-6	2
COC(=O)c1cc(Nc2ccccc2)c2ncccc2c1O	3	16	8	5	1	15
CCOC(=O)/C=C(\C)Sc1cc(O)c2ccccc2c1O	8	72*	69	73*	76*	79*
The list continues.
SMILES	yeast cln2 rad14	sgs1 mgt1	rad50	yeast bub3	mlh1 rad18	yeast mec2-1
CCN(CC)c1nc(Cl)nc(Nc2ccc3cc(-c4ccccc4)c(=O)oc3c2)n1	8	-8	-9	-13	-7	-25
NNC(=O)c1ccccc1SSc1ccccc1C(=O)NN	99*	100*	99*	99*	99*	100*
O=C1C=C(Nc2ccc(Cl)cc2)c2ccccc2C1=O	-2	10	11	17	10	1
CCCCC#CCC[N+](C)(C)C	-28	-3	-7	-5	-2	-7
CCOC(=O)/C(=C/c1ccc(N(CCC#N)CCC#N)cc1C)NC(=O)/C=C/c1ccccc1	-21	-16	-2	-25	-10	-6
Cc1cc(NC(=O)NC(=O)c2ccccc2N(C)C)ccc1Oc1ncc(Br)cn1	12	-13	-15	-3	-4	-14
CO/N=C(\C(=O)Nc1cncs1)c1csc(N)n1	-38	2	-41	-66	-26	-39
Cc1nc(-c2cc3cc([N+](=O)[O-])ccc3oc2=O)cs1	59	89*	90*	89*	15	94*
Cc1cc(N(CCC#N)CCC#N)ccc1/C=C(\NC(=O)/C=C/c1ccccc1)C(N)=O	-11	15	3	-33	-16	-8
CCOP(=O)(OCC)/C(C#N)=C\c1ccc(OC(C)=O)cc1	24	-9	-6	-26	-32	-30
Cc1ccc(S(=O)(=O)C(C)(C)C)cc1	-20	0	11	-9	14	-16
c1ccc(N/N=C2/CSCc3ccccc32)cc1	74*	92*	93*	81*	94*	69
CCCCCCCCCCCCCCCCS(=O)(=O)N/N=C/c1ccc2c(c1)OCO2	4	4	14	-1	-3	3
O=C(Nc1ccc2ccccc2c1)c1ccc(Cl)cc1Cl	-3	-1	-12	2	-15	14
CCOC(=O)c1ccc(NC(=O)O/N=C(/Cl)CC)cc1	65	80*	67	64	70	78*
N#Cc1nc(CC(=O)/C=C/c2ccccc2)c(CC(=O)/C=C/c2ccccc2)nc1C#N	16	8	4	1	21	14
c1ccc(CN2CCCCC2)nc1	11	-11	-13	-10	-10	-21
O=C(O)C12CC3(C(=O)O)CC(C(=O)O)(CC(C(=O)O)(C1)C3=O)C2=O	-4	-24	-11	-28	17	13
NC(N)=NCC(N)C(=O)O (stereo not given)	-72	-39	-12	-37	-28	-32
O=C(N/N=C/C1CCCCC1)C(=O)N/N=C/C1CCCCC1	-7	9	4	28	-58	7
C=C1CC(OC(C)=O)/C=C(/C)CCC(C(C)(C)O)CC1O (stereo not given)	8	-11	7	-8	-21	-32
O=C(c1ccc(O)c(C(=O)O)c1)c1ccc(O)c(C(=O)O)c1	-1	-5	11	-20	-3	-14
CCc1ccc[n+](CCc2c[nH]c3ccccc23)c1	1	-10	-13	1	-10	0
N#Cc1ccc(NC(=O)C(CC(=O)OCc2ccccc2)NC(=O)OCc2ccccc2)cc1 (stereo not given)	7	4	-3	51	-8	5
COc1ccc(-c2cc(N)c3c(c2O)C(=O)c2c(N)ccc(O)c2C3=O)cc1	-24	5	13	-5	9	5

Grouped by structure, the entries above with a tert-butyl group (two)
SMILES	yeast cln2 rad14	sgs1 mgt1	rad50	yeast bub3	mlh1 rad18	yeast mec2-1
CC(CNCc1ccccc1)C(=O)OC(C)(C)C (stereo not given)	-3	0	1	-13	-25	4
Cc1ccc(S(=O)(=O)C(C)(C)C)cc1	-20	0	11	-9	14	-16

Some entries already given, showing only yeast cln2 rad14 and mlh1 rad18.
structure	yeast cln2 rad14	mlh1 rad18
Cc1ccc(S(=O)(=O)C(C)(C)C)cc1	-20	14
c1ccc(N/N=C2/CSCc3ccccc32)cc1	74*	94*
CCCCCCCCCCCCCCCCS(=O)(=O)N/N=C/c1ccc2c(c1)OCO2	4	-3
O=C(Nc1ccc2ccccc2c1)c1ccc(Cl)cc1Cl	-3	-15
CCOC(=O)c1ccc(NC(=O)O/N=C(/Cl)CC)cc1	65	70
